Pf apPOL block – Pf-apPOL DNA polymerase inhibition; Recombinant Pf-apPOL, molecular beacon fluorescence, 1.5 h; inhibition, % at 10 µM; actives 0.25% (n = 210,000); AID 1794808
mHTT CaM bind – disrupts binding of mutant huntingtin to calmodulin | AlphaScreen His-mHTT/GST-CaM binding, luminescence | actives 3.6% (n = 190,000) | AID 1671202 | P42858 | inhibition, % at 15 µM;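 note: 0% = both proteins with DMSO and 100% = one protein alone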
Active calls of the source: *; x = no result given. Cut-off read from the data, not from the text of the source: active = inhibition above about 50%; inactive = the rest.

SMILES	Pf apPOL block	mHTT CaM bind
COc1ccccc1-c1cc2c(c3c1ccn3C)C1CCC2C1 (stereo not drawn)	-7.2	45.2
Cc1ccccc1N1CCN(Cc2ccco2)CC1	-0.2	4.5
COc1ccc(OC)c(NC(=O)CCCOc2ccccc2C)c1	-3.6	-5.2
O=C(CN1CCC(c2nc(-c3ccncc3)no2)CC1)Nc1ccccc1Cl	-1.7	14.4
CC1=NN(Cc2ccccc2)C(=O)/C1=C\c1ccc(N(C)C)cc1	1.1	49.0
CCOc1ccc(C2c3c(n(C)c(=O)n(C)c3=O)N=C3c4ccccc4C(=O)C32)cc1 (stereo not drawn)	25.9	5.0
COc1ccc(N2C(=O)CN(c3ccccc3)C(=O)C2c2cccnc2)cc1 (stereo not drawn)	-2.2	8.4
O=C(NCC1CCCO1)c1ccc2c(c1)ncn2-c1cccc(Cl)c1 (stereo not drawn)	-9.0	4.0
Cn1c(N2CCCCC2)nc2c1c(=O)n(Cc1ccc(Cl)c(Cl)c1)c(=O)n2C	-0.9	-1.0
COc1ccc(NC(=O)CC2Sc3ccc(C(F)(F)F)cc3NC2=O)cc1 (stereo not drawn)	-6.0	-4.0
O=C1/C(=C/c2c[nH]c3ccccc23)Sc2ccccc21	-5.0	13.0
CC(C)CN1C(=O)c2ccccc2C1(O)Cc1ccccc1 (stereo not drawn)	-0.5	6.0
CC(C)NC(=O)c1cncc(-c2ccc(F)cc2F)c1	62.9*	6.2
O=C(Nc1ccc(Br)cc1)C1CC(=O)N(c2ccccc2)C1 (stereo not drawn)	-1.5	-5.1
CN(C1CCCCC1)S(=O)(=O)C1CCS(=O)(=O)C1 (stereo not drawn)	-9.6	3.0
Cc1ccc(C2CC(C(F)(F)F)n3nc(C(=O)Nc4cc(Cl)ccc4O)cc3N2)cc1 (stereo not drawn)	-5.3	27.0
COc1ncc(C(=O)Nc2ccc(C)c(C)c2)c(C)n1	0.7	0.5
Cc1ccc(-n2nc3c(c2NC(=O)c2ccc(Cl)c([N+](=O)[O-])c2)CS(=O)(=O)C3)c(C)c1	-7.1	48.0
CC1CCN(C(=O)c2ccnc(-c3cccs3)c2)CC1	-5.4	-8.7
CC1(C)OC(=O)C(Cc2ccc([N+](=O)[O-])cc2)C(=O)O1	-5.4	x
N#CC1=C(N)OC2=C(C(=O)CCC2)C1c1cc2c(cc1[N+](=O)[O-])OCO2 (stereo not drawn)	-0.1	90.3*
NCCc1ccc(O)c(O)c1	5.3	x
CCCn1ncc(N2CCC(C(=O)N3CCN(C(C)C)CC3)CC2)cc1=O	0.0	-1.6
CN1CCN(CCC2(c3ccccc3)CCOC(C)(C)C2)CC1 (stereo not drawn)	-3.9	-1.5
Cn1c(=O)oc2cc(-c3noc(-c4cc(F)cc(F)c4)n3)ccc21	-1.1	-5.0
Cn1cnnc1Sc1ccc([N+](=O)[O-])c2ncccc12	5.2	1.5
COc1ccc(C2C(C(=O)Nc3ccccn3)c3cc(OC)c(OC)cc3C(=O)N2C)cc1OC (stereo not drawn)	-2.3	11.0
C=CCOc1ccc(C(O)=C2C(=O)C(=O)N(CCN3CCOCC3)C2c2ccccc2OC)cc1 (stereo not drawn)	-6.7	18.1
O=C(O)c1cc([N+](=O)[O-])ccc1Sc1nnn(-c2ccccc2)n1	1.3	-2.6
O=[N+]([O-])c1ccc2c(c1)C1C=CCC1C(c1cccc(Br)c1)N2 (stereo not drawn)	3.6	72.0*
COc1cc2c(cc1OC)C(C(=O)NCC1CCCO1)C(c1cccs1)N(C)C2=O (stereo not drawn)	0.9	4.0
CCOC(=O)c1cccc(NC(=O)Cn2cc3c(n2)CCCC3)c1	1.3	-2.7
N#Cc1nc(COc2ccccc2F)oc1N1CCC(C(N)=O)CC1	-2.0	4.0
Cc1ccc(NC(=O)CCc2ccc3nc[nH]c3c2)cc1C	-5.6	1.3
CCC(=O)N1CCCN(C2=NS(=O)(=O)C(c3ccccc3)=C2C)CC1	-3.7	-7.0
COc1ccc(-c2cc(C(F)(F)F)n3nc(C(=O)NCCCn4ccnc4)cc3n2)cc1	-1.8	33.0
CCS(=O)(=O)c1ccc(O)c(NC(=O)CCCC(=O)O)c1	11.0	x
COc1cccc(C(=O)N2CCC(c3noc(-c4ccccc4C)n3)CC2)c1	1.8	-0.4

Source: PubChem
